Cardiac RTF inh – cardiac RTF calcium desensitization; inhibition, % at 7.15 µM; P19429+P45379; AID 493244; actives 0.12% (n = 340,000); IANBD-labeled cardiac RTF, Ca2+ fluorescence;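 active means inhibition above the mean inhibition of all tested compounds plus 3 SD, cut at about 17% in these data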;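 further: assay run at fixed EC70 calcium of 1.6 mM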
DAGLB inh – diacylglycerol lipase beta (human) inhibition. actives 0.059% (n = 340,000). inhibition, % at 5.17 µM. Q8NCG7. HEK293T DAGLB membrane lysate, EnzChek fluorogenic substrate; in the data active means inhibition above about 34%;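 further: 0% = enzyme with vehicle and 100% = wells lacking enzyme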
Rtt109 HAT inh – C. albicans Rtt109 histone acetyltransferase inhibition; Q5AAJ8; actives 0.16% (n = 330,000); inhibition, % at 34.9 µM; AID 540336; purified Rtt109/Vps75, ThioGlo CoA-SH fluorescence, 4 h;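 active means inhibition of at least 50% in every replicate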
Keap1 Nrf2 FP – Keap1-Nrf2 (human) interaction inhibition | actives 0.15% (n = 340,000) | Keap1 Kelch-Nrf2 peptide fluorescence polarization, 1536-well | Q14145 | inhibition, % at 9.4 µM; in the data active means inhibition above about 12%;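 further: human Keap1 Kelch domain with fluorescein labeled Nrf2 9mer peptide probe; 0% = neutral control wells and 100% = peptide positive control; higher means more block of Keap1 binding to Nrf2 peptide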
Target sequence (Q14145 whole entry, looked up, the tested form may be a part): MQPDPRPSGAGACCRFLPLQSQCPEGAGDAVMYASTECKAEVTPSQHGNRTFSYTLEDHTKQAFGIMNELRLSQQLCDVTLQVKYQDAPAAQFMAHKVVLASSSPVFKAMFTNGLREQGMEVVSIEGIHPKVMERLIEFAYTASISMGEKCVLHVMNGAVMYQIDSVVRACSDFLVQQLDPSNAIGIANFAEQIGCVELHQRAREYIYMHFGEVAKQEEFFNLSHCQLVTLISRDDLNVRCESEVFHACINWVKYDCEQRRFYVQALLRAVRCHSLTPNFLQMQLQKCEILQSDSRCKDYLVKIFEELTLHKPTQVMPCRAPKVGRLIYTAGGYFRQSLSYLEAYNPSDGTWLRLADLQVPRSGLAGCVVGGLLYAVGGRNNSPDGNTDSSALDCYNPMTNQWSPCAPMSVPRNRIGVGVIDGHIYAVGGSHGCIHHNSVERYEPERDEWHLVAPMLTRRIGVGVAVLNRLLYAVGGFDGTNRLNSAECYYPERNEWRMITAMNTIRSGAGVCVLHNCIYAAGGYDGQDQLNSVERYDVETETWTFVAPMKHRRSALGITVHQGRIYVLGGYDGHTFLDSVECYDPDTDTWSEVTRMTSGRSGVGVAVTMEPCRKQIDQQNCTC
SR-BI DiI-HDL act – activators of SR-BI mediated HDL lipid uptake | CHO ldlA[mSR-BI] cells, DiI-HDL uptake fluorescence, 3 h; 100 = double the neutral-control signal | activation, % at 12.5 µM | actives 0.096% (n = 320,000) | AID 504775;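 active means mean replicate activation of at least 60% and every replicate at or above 60%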;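 further: 0% = median plate neutral-control signal and 100% = twice that signal; values of inactives mirror those of a sister screen read the other way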
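material = CHO ldlA[mSR-BI] cells | medium = Ham's F12 with 0.5% BSA, HEPES 25 mM, pH 7.4 | reagent = fluorescent DiI-HDL, 10 µg/mL final | compound dosing = single-point compound dose | incubation = 3 h, 37 °C | measured by = bottom-read fluorescence, 550/595 nm | measure = HDL uptake via cellular fluorescence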
C-LANA FP – inhibitors of KSHV LANA C-terminal domain DNA binding; MBP-C-LANA/FAM-LBS DNA binding, fluorescence polarization; inhibition, % at 9 µM; actives 0.078% (n = 340,000); AID 504423;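 active means highest replicate inhibition at or above 60% at 9 µM, even if other replicates fall short; inactive means all replicates below 60% inhibition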;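 further: 0% = neutral control wells and 100% = 4 µM acridine orange control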
CAL PDZ FP-1 – inhibitors of human CAL PDZ peptide binding; Q9HD26; purified CAL PDZ, TMR-peptide fluorescence polarization, 1 h; inhibition, % at 20 µM; actives 0.02% (n = 330,000); AID 504414;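 active means highest replicate inhibition of at least 40%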;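 further: plate controls were DMSO neutral control wells for no effect and unlabeled competitor peptide control wells for full effect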
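Assay system – tagged CAL PDZ protein CerCALP, purified · Timing – 1 h at RT · Compound – single point, 20 µM · Measured by – fluorescence polarization from S- and P-plane intensities, G-factor corrected · Evaluation – inhibition from polarization loss · Probe or stimulus – TMR reporter peptide T*-PRC34 · Buffer or medium – pH 7.4 phosphate-saline buffer, reducing agent, detergent, IgG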
cardiac RTF act – cardiac RTF calcium sensitization; activation, % at 7.2 µM; actives 0.24% (n = 340,000); IANBD-labeled TnC RTF fluorescence at EC20 calcium; 0% EC20 calcium, 100% full calcium; AID 493008;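 active means activation above the mean over all tested compounds plus 3 SD, cut at about 30% in these data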;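 further: rise in fluorescence read as greater calcium sensitivity of cardiac thin filaments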
PKA-R2B act – activates the human PKA-R2B holoenzyme complex | actives 0.079% (n = 340,000) | activation, % at 11.4 µM | AID 504700 | P22694+P31323 | PKA-R2B holoenzyme dissociation, Cy5-IP20 fluorescence polarization; R2B truncated from residue 108, S112A mutant; 0% DMSO only, 100% 113 µM cGMP;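 active means activation above a cutoff set at the mean over all compounds plus 3 SD, cut at about 18% in these data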;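 further: higher means more holoenzyme dissociation and a rise in polarization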
Target sequence (P31323 whole entry, looked up, other chains not shown, the tested form may be a part): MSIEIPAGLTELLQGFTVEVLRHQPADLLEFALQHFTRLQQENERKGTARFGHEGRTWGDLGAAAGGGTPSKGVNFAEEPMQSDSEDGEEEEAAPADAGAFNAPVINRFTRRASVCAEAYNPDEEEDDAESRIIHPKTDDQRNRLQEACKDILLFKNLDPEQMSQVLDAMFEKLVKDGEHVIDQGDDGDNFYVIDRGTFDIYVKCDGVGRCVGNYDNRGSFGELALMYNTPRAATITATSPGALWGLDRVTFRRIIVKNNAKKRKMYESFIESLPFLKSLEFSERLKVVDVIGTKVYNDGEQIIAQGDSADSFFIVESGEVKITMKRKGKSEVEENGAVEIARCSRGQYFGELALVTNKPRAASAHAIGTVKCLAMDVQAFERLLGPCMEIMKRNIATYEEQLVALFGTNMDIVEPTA
CAL PDZ FP-2 – CAL PDZ (human) peptide binding inhibition; actives 0.92% (n = 300,000); AID 602252; purified CAL PDZ, TMR-peptide fluorescence polarization, 1 h; inhibition, % at 24.9 µM;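 active means mean inhibition of at least 30% with at least half of replicates also reaching 30%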;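 further: 0% = DMSO neutral control and 100% = excess unlabeled competitor peptide PRC23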
Numbers without * were called inactive. Hits appear at their usual frequency, and some 1.6% of all compounds hit somewhere here.

`CC1CCN(S(=O)(=O)c2cccc(C(=O)NCC3CCCO3)c2)CC1` (stereo not drawn) gave Cardiac RTF inh -5, DAGLB inh -3, Rtt109 HAT inh 28, Keap1 Nrf2 FP -2, SR-BI DiI-HDL act -20, C-LANA FP -0.6, CAL PDZ FP-1 -2.9, cardiac RTF act -7, PKA-R2B act -16 and CAL PDZ FP-2 1.
COc1ccc(N2CCN(C(=O)CNS(=O)(=O)c3ccc(C)cc3)CC2)cc1 was read as Cardiac RTF inh 1, DAGLB inh 1, Rtt109 HAT inh -2, Keap1 Nrf2 FP 0, SR-BI DiI-HDL act -34, C-LANA FP -1.4, CAL PDZ FP-1 -1.1, cardiac RTF act -3, PKA-R2B act 5 and CAL PDZ FP-2 -6.
For CCOC(=O)c1c(NC(=S)Nc2ccc(OC)cc2)sc2c1CCCCC2 the results were Cardiac RTF inh 12, DAGLB inh 1, Rtt109 HAT inh 21, Keap1 Nrf2 FP -6, SR-BI DiI-HDL act -50, C-LANA FP -1.2, CAL PDZ FP-1 0.2, cardiac RTF act 9, PKA-R2B act -6 and CAL PDZ FP-2 -5.
For Cc1ccc(S(=O)(=O)Nc2cc3c4c(c2)CCN4C(=O)CC3)cc1 the results were Cardiac RTF inh -5, DAGLB inh -3, Rtt109 HAT inh 0, Keap1 Nrf2 FP -4, SR-BI DiI-HDL act -6, C-LANA FP 2.1, CAL PDZ FP-1 -3.0, cardiac RTF act 0, PKA-R2B act -7 and CAL PDZ FP-2 4.
For Cc1ccc(-c2cc(C(=O)N3CCOCC3)no2)cc1 the results were Cardiac RTF inh 5, DAGLB inh -2, Keap1 Nrf2 FP -2, SR-BI DiI-HDL act 8, C-LANA FP -0.7, CAL PDZ FP-1 -3.4, cardiac RTF act 10, PKA-R2B act 5 and CAL PDZ FP-2 -1.
Screening Cc1cc(CN(C)Cc2c(C(=O)N3CCCCCCC3)nc3ccc(Cl)cn23)n[nH]1 returned Cardiac RTF inh -9, DAGLB inh 1, Rtt109 HAT inh -2, Keap1 Nrf2 FP 1, SR-BI DiI-HDL act 18, C-LANA FP -0.5, CAL PDZ FP-1 -1.2, cardiac RTF act 2, PKA-R2B act -1 and CAL PDZ FP-2 4.
For Nc1nc(N2CCOCC2)n[nH]1 the results were Cardiac RTF inh 1, DAGLB inh -2, Rtt109 HAT inh 23, Keap1 Nrf2 FP -4, SR-BI DiI-HDL act 6, C-LANA FP -0.2, CAL PDZ FP-1 -0.6, cardiac RTF act -1, PKA-R2B act 1 and CAL PDZ FP-2 0.
Screening CCCC(=O)NC(=S)Nc1c(C)cc(Br)cc1C returned Cardiac RTF inh 2, DAGLB inh -4, Rtt109 HAT inh 1, Keap1 Nrf2 FP -3, SR-BI DiI-HDL act 7, C-LANA FP -0.4, CAL PDZ FP-1 0.0, cardiac RTF act 0, PKA-R2B act 1 and CAL PDZ FP-2 2.
`Cc1ccc(CNC(=O)Cn2ncn3cccc3c2=O)cc1` gave Cardiac RTF inh -2, DAGLB inh 0, Rtt109 HAT inh 11, Keap1 Nrf2 FP -2, SR-BI DiI-HDL act 12, C-LANA FP -4.1, CAL PDZ FP-1 1.2, cardiac RTF act 2 and PKA-R2B act -8.
For N#Cc1c(NCCCO)nc(-c2ccco2)c2c1CCCC2 the results were Cardiac RTF inh -4, DAGLB inh -3, Rtt109 HAT inh 0, Keap1 Nrf2 FP -2, SR-BI DiI-HDL act -17, C-LANA FP 0.4, CAL PDZ FP-1 -0.1, cardiac RTF act 2, PKA-R2B act -2 and CAL PDZ FP-2 -2.
Screening S=C(Nc1ccc2nsnc2c1)N1CCCC1 returned Cardiac RTF inh -4, DAGLB inh -3, Rtt109 HAT inh -5, Keap1 Nrf2 FP -3, SR-BI DiI-HDL act 13, C-LANA FP -0.3, CAL PDZ FP-1 -1.6, cardiac RTF act -3, PKA-R2B act 0 and CAL PDZ FP-2 -4.
Screening O=C(O)CSCC(=O)N1CCc2c([nH]c3ccccc23)C1C(F)(F)F (stereo not drawn) returned Cardiac RTF inh -2, DAGLB inh -2, Rtt109 HAT inh 0, Keap1 Nrf2 FP -2, SR-BI DiI-HDL act 6, C-LANA FP 0.0, CAL PDZ FP-1 -0.7, cardiac RTF act 8 and PKA-R2B act 3.
For Cc1cc(/C=C2/C(=O)N(C)C(=S)N2C)ccc1N1CCCC1 the results were Cardiac RTF inh -94, DAGLB inh -19, Rtt109 HAT inh 3, Keap1 Nrf2 FP -18, SR-BI DiI-HDL act -45, C-LANA FP -15, CAL PDZ FP-1 -0.5, cardiac RTF act 32*, PKA-R2B act -14 and CAL PDZ FP-2 -1.
`COc1cc2cc3c(N)c(C(=O)Nc4sc(C)c(C)c4C#N)sc3nc2cc1OC` gave Cardiac RTF inh -5, DAGLB inh -2, Rtt109 HAT inh 2, Keap1 Nrf2 FP -2, SR-BI DiI-HDL act -11, C-LANA FP 0.8, CAL PDZ FP-1 0.0, cardiac RTF act 14, PKA-R2B act 1 and CAL PDZ FP-2 -3.
`CC1(C)NC(=O)N(CC(O)CN2C(=O)CCC2=O)C1=O` (stereo not drawn) gave Cardiac RTF inh 1, DAGLB inh 1, Rtt109 HAT inh 5, Keap1 Nrf2 FP -3, SR-BI DiI-HDL act 24, C-LANA FP 0.2, CAL PDZ FP-1 -0.4, cardiac RTF act -3, PKA-R2B act -3 and CAL PDZ FP-2 -2.
CCOCCCNC(=O)C(NC(=O)c1ccc(NC(C)=O)cc1)c1ccc(C)cc1 (stereo not drawn) was read as Cardiac RTF inh -8, DAGLB inh -2, Rtt109 HAT inh -17, Keap1 Nrf2 FP -4, SR-BI DiI-HDL act 30, C-LANA FP 4.0, CAL PDZ FP-1 1.0, cardiac RTF act 4, PKA-R2B act 0 and CAL PDZ FP-2 0.
Screening COc1ccc(-n2cnc3c(sc4nccc(N(C)C)c43)c2=O)cc1 returned Cardiac RTF inh -2, DAGLB inh -1, Rtt109 HAT inh 11, Keap1 Nrf2 FP -2, SR-BI DiI-HDL act -28, C-LANA FP 0.7, CAL PDZ FP-1 0.6, cardiac RTF act 1, PKA-R2B act 0 and CAL PDZ FP-2 -2.
For CCOc1ccc(C(C)=O)cc1CN1C(=O)C(=O)N(CC)C1=O the results were Cardiac RTF inh 5, DAGLB inh -1, Rtt109 HAT inh -1, Keap1 Nrf2 FP 0, SR-BI DiI-HDL act 13, C-LANA FP 0.9, CAL PDZ FP-1 0.8, cardiac RTF act 0, PKA-R2B act 2 and CAL PDZ FP-2 1.
`C/C(=N\NC(=S)NCCc1ccccc1)c1ccc(Cl)cc1Cl` gave Cardiac RTF inh 3, DAGLB inh -14, Rtt109 HAT inh 6, Keap1 Nrf2 FP -2, SR-BI DiI-HDL act -1, C-LANA FP 1.2, CAL PDZ FP-1 -5.9, cardiac RTF act 0, PKA-R2B act -4 and CAL PDZ FP-2 7.
For CCNc1nc(Oc2ccc(OC)cc2)cc(C(F)(F)F)n1 the results were Cardiac RTF inh -7, DAGLB inh -10, Rtt109 HAT inh -7, Keap1 Nrf2 FP -1, SR-BI DiI-HDL act -17, C-LANA FP 0.5, CAL PDZ FP-1 -0.1, cardiac RTF act -2, PKA-R2B act -5 and CAL PDZ FP-2 0.

Quoted from the entries so far (2 entries):
`C/C(=N\NC(=S)NCCc1ccccc1)c1ccc(Cl)cc1Cl` gave Cardiac RTF inh 3, DAGLB inh -14, Rtt109 HAT inh 6, Keap1 Nrf2 FP -2, SR-BI DiI-HDL act -1, C-LANA FP 1.2, CAL PDZ FP-1 -5.9, cardiac RTF act 0, PKA-R2B act -4 and CAL PDZ FP-2 7.
For CCNc1nc(Oc2ccc(OC)cc2)cc(C(F)(F)F)n1 the results were Cardiac RTF inh -7, DAGLB inh -10, Rtt109 HAT inh -7, Keap1 Nrf2 FP -1, SR-BI DiI-HDL act -17, C-LANA FP 0.5, CAL PDZ FP-1 -0.1, cardiac RTF act -2, PKA-R2B act -5 and CAL PDZ FP-2 0.

(more compounds)
`CCN(CC)S(=O)(=O)c1ccc(N/N=C/c2cc(OC)c(OC)cc2OC)nc1` gave Cardiac RTF inh -10, DAGLB inh -1, Rtt109 HAT inh -3, Keap1 Nrf2 FP -2, SR-BI DiI-HDL act -8, C-LANA FP -1.7, CAL PDZ FP-1 -2.7, cardiac RTF act -16, PKA-R2B act 0 and CAL PDZ FP-2 1.
For CCC(C)(C(=O)Nc1ccccc1C)N(C(=O)CNC(C)=O)c1ccc(C)cc1 (stereo not drawn) the results were Cardiac RTF inh -19, DAGLB inh 0, Rtt109 HAT inh -6, Keap1 Nrf2 FP -6, SR-BI DiI-HDL act 19, C-LANA FP 0.9, CAL PDZ FP-1 -2.5, cardiac RTF act 3, PKA-R2B act -7 and CAL PDZ FP-2 1.
For COc1ccc(NC(=O)Cn2cnc3sc(C)c(S(=O)(=O)N4CCOCC4)c3c2=O)c(OC)c1 the results were Cardiac RTF inh 6, DAGLB inh 0, Rtt109 HAT inh 8, Keap1 Nrf2 FP -2, SR-BI DiI-HDL act -19, C-LANA FP 0.3, CAL PDZ FP-1 0.9, cardiac RTF act 2, PKA-R2B act -5 and CAL PDZ FP-2 1.
Screening Cc1ccc(S(=O)(=O)N(C)c2ccc(OCC(=O)O)cc2)cc1 returned Cardiac RTF inh 3, DAGLB inh 1, Rtt109 HAT inh 13, Keap1 Nrf2 FP -1, C-LANA FP 0.4, CAL PDZ FP-1 -2.9, cardiac RTF act 3, PKA-R2B act 4 and CAL PDZ FP-2 -3.
N#CC1(NC(=O)COC(=O)CN2C(=O)c3ccccc3C2=O)CCCCC1 was read as Cardiac RTF inh -4, DAGLB inh 1, Rtt109 HAT inh 5, Keap1 Nrf2 FP 2, SR-BI DiI-HDL act 8, C-LANA FP -1.7, CAL PDZ FP-1 -1.6, cardiac RTF act -7, PKA-R2B act -11 and CAL PDZ FP-2 -2.
O=C(NC(=S)Nc1ccccc1N1CCCC1)c1cccs1 was read as Cardiac RTF inh -5, DAGLB inh -4, Rtt109 HAT inh -14, Keap1 Nrf2 FP 1, SR-BI DiI-HDL act -41, C-LANA FP 3.4, CAL PDZ FP-1 0.9, cardiac RTF act -3 and PKA-R2B act -1.
For c1coc(-c2nc3c([nH]2)CCc2nonc2-3)c1 the results were Cardiac RTF inh 6, DAGLB inh -2, Rtt109 HAT inh 3, Keap1 Nrf2 FP -1, SR-BI DiI-HDL act 17, C-LANA FP 0.7, CAL PDZ FP-1 0.5, cardiac RTF act 6, PKA-R2B act 0 and CAL PDZ FP-2 0.
Screening COc1cc(C(=O)NC(=S)Nc2ccc3[nH]c(=O)[nH]c3c2)cc(OC)c1OC returned Cardiac RTF inh -17, DAGLB inh 2, Rtt109 HAT inh -2, Keap1 Nrf2 FP -1, SR-BI DiI-HDL act -9, C-LANA FP -0.3, CAL PDZ FP-1 -4.5, cardiac RTF act 1, PKA-R2B act -3 and CAL PDZ FP-2 -13.

High-throughput results (PubChem)
